# Source: PubChem (Sanford-Burnham Center for Chemical Genomics)
# STEP block: blocks human striatal-enriched tyrosine phosphatase; P54829; recombinant STEP, OMFP fluorogenic substrate, fluorescence; inhibition, % at 20 µM; actives 0.25% (n = 360,000);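 active means inhibition at 20 µM, scaled per plate between control wells, above about 37%, limit read from the data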;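 further: 0% = DMSO with enzyme and substrate and 100% = substrate only without enzyme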
#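 Assay system: isolated STEP enzyme / Timing: 20 min at room temperature, dark / Doses: 20 µM, 1% DMSO / Technique: fluorescence intensity, excitation 480 nm, emission 540 nm / Reagent: fluorogenic phosphatase substrate OMFP at 25 µM final / Measure: percent inhibition scaled to no-enzyme and uninhibited-enzyme controls, plate-pattern corrected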
# CendR NRP1 mod: modulators of CendR peptide binding to human neuropilin-1; O14786; AID 602438; actives 0.85% (n = 360,000); FAM-RPARPAR peptide binding to NRP-1, fluorescence polarization; inhibition, % at 25 µM;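 active means inhibition or corrected inhibition above about 18%, plus a signal ratio from 0.5 to 1.5, limit read from the data, passing the limit was not always enough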; further: strong numbers were not always called active
# Target sequence (O14786 whole entry, looked up): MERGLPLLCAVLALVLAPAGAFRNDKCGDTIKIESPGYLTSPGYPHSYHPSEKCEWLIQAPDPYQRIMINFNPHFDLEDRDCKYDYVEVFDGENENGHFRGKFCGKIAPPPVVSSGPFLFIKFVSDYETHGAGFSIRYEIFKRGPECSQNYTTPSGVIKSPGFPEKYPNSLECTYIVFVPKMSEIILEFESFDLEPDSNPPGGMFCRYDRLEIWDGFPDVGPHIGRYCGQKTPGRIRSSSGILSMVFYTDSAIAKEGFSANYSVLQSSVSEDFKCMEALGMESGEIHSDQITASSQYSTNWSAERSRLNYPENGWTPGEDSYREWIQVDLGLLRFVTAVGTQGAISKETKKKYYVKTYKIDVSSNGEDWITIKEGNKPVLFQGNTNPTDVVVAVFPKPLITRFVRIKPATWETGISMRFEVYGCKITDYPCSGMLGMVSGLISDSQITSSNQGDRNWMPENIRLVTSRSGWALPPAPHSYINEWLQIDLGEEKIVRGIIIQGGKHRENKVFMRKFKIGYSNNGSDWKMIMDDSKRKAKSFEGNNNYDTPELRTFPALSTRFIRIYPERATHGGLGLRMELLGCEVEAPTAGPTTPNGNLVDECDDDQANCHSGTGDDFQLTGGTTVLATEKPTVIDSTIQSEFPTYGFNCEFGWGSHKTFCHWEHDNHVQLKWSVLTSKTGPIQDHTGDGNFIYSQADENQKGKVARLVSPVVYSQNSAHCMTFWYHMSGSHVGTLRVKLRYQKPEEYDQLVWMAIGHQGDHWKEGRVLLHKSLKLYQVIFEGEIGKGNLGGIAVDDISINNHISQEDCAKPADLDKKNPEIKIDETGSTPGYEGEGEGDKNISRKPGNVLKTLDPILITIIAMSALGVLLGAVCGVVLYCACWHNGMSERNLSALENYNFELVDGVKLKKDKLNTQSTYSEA
# SUMO1-SIM PPI: SUMO1-SIM interaction modulation. P63165. inhibition, % at 20 µM. AID 602429. SUMO1 binding to a labelled peptide, TR-FRET, 1 h. actives 0.33% (n = 360,000); in the data active means inhibition above about 37%
# Target sequence (P63165 whole entry, looked up): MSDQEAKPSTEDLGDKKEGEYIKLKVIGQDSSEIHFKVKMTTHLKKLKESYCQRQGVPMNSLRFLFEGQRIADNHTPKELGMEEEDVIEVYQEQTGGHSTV
# Scp1 inh: inhibitors of human Scp-1 phosphatase; AID 493091; inhibition, % at 20 µM; actives 0.88% (n = 340,000); Recombinant Scp1, phosphopeptide, malachite green phosphate absorbance; Q9GZU7;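 active means inhibition above about 50% at 20 µM, limit read from the data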;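 further: plate controls were DMSO wells with enzyme for no effect and wells lacking enzyme for full effect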
#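 Test system: SCP-1 catalytic domain; Buffer or medium: Acidic Tris acetate buffer with magnesium and detergent; Also added: Phosphorylated 17-residue peptide substrate; Compound: single 20 µM dose, 1% DMSO; Schedule: enzyme reaction 45 min at room temperature, colour 5 min, stabilisation 30 min; Signal: Phosphate-binding colour reagent, absorbance read at 630 nm.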
# Rpn11 inh: inhibitors of human proteasome Rpn11; human 26S proteasome, Ub4-pepOG fluorescence polarization; 20S core pre-blocked with epoxomicin; calls only at 20 µM; actives 0.59% (n = 360,000); AID 588493;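 active means inhibition at 20 µM, scaled to each plate's controls, above about 33%, limit read from the data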
# SKN-1 block: blocks SKN-1 activity in C. elegans. C. elegans VP596 Pgst-4::GFP/RFP ratio, acrylamide-induced, 24 h. AID 624304. inhibition, % at 21.8 µM. actives 0.49% (n = 360,000);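 active means interference check ratio from 0.5 to 1.5 plus GFP to RFP signal ratio inhibition reaching or exceeding a fixed threshold, cut at about 30% in these data, passing the limit was not always enough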; further: some compounds called inactive have numbers as strong as hits
# DNMT1 block: inhibitors of human DNMT1 | DNMT1 molecular beacon, Hinp1I cleavage, fluorescence | inhibition (reported as % activation of signal), % at 10 µM | actives 0.83% (n = 360,000) | AID 588458; in the data active means inhibition above about 50%
# LMPTP block: blocks human LMPTP phosphatase. recombinant LMPTP-A, OMFP fluorogenic substrate, fluorescence intensity. P24666. actives 0.22% (n = 360,000). inhibition, % at 20 µM. AID 651560;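 active means compounds that cut the enzyme signal by at least half of the control window in the single-dose screen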;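 further: plate controls were DMSO wells with enzyme plus substrate for no effect and substrate without enzyme for full effect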
#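 material = LMPTP-A | quantity = 0.625 nM enzyme | reagent = OMFP substrate, 400 µM final | buffer or medium = Bis-Tris pH 6.0, DTT, detergent | detection = endpoint fluorescence intensity from OMFP dephosphorylation | dosing = single 20 µM dose | read-out basis = % inhibition relative to no-enzyme and uninhibited control wells | control set = no-enzyme and uninhibited controls | timing = 50 min at room temperature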
# NadD block: inhibitors of Staphylococcus aureus NadD. purified NadD enzyme, colorimetric absorbance read-out. inhibition, % at 20 µM. actives 0.78% (n = 360,000). AID 602399; in the data active means inhibition above about 26%; further: some compounds past the cut are filed as inactive
# MT1-MMP act inh: MT1-MMP (human) activation inhibition; P50281; actives 0.061% (n = 360,000); GFP/RFP ratio change, % at 20 µM; HT1080 RFP-PRO-GFP cells, GFP/RFP ratio fluorescence, overnight; percent of plate control window, DMSO zero;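 active means GFP/RFP ratio change of at least 30% with cell ATP level not reduced by more than half and red fluorescence within 50% of control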; further: strong numbers were not always called active
#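 Assay system – RFP-PRO-GFP reporter HT1080 cells · Compound dosing – single dose of 20 µM compound, 1% DMSO final · Incubation – overnight compound exposure at 37 °C · Measure – GFP/RFP fluorescence ratio · Benchmarks – DMSO wells and RFP-L50D-GFP cells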
# The depositor's hits bear a star; i = inactive; nt = not tested or not shown; + = active, no number.
# Preview, 2 compounds:
SMILES,STEP block,CendR NRP1 mod,SUMO1-SIM PPI,Scp1 inh,Rpn11 inh,SKN-1 block,DNMT1 block,LMPTP block,NadD block,MT1-MMP act inh
OC(CNCc1ccc(Cl)cc1)(c1ccccc1)c1ccc(F)cc1 (stereo not drawn),0,-3,0,-4,i,2,2,0.9,-4,-3
COc1ccc(-c2noc(N(C)CC(=O)Nc3cccc(C(F)(F)F)c3)n2)cc1,2,1,5,-15,i,-9,-11,2.8,-10,-4

# Main list, from the first entry:
SMILES,STEP block,CendR NRP1 mod,SUMO1-SIM PPI,Scp1 inh,Rpn11 inh,SKN-1 block,DNMT1 block,LMPTP block,NadD block,MT1-MMP act inh
OC(CNCc1ccc(Cl)cc1)(c1ccccc1)c1ccc(F)cc1 (stereo not drawn),0,-3,0,-4,i,2,2,0.9,-4,-3
COc1ccc(-c2noc(N(C)CC(=O)Nc3cccc(C(F)(F)F)c3)n2)cc1,2,1,5,-15,i,-9,-11,2.8,-10,-4
Cc1ccc(NC(=O)Cc2c(F)cccc2Cl)cc1S(=O)(=O)N1CCOCC1,0,13,-2,-12,i,13,0,0.0,-7,6
CC1Oc2ccccc2C=C1/C=C1/SC(N2CCOCC2)=NC1=O (stereo not drawn),1,-9,-12,3,i,3,-1,-1.0,1,-13
CCCCN(C(=S)Nc1cccc(C)c1C)c1c(N)n(CCC)c(=O)[nH]c1=O,1,9,-5,0,i,10,1,-0.2,-1,-3
COc1cccc2c3c(c(C)nc12)CC(C)O3 (stereo not drawn),-1,10,1,-5,i,4,2,-0.1,1,-3
COc1ccc(/C=N/NC(=O)C2CCN(c3ncc(C(F)(F)F)cc3Cl)CC2)cc1,1,-16,-1,-8,i,6,14,-0.2,2,13
CCn1nnnc1SCC(=O)Nc1cc(OC)cc(OC)c1,-1,5,0,3,i,-9,-2,-0.9,1,2
O=C(NC1CCCCC1)C1CCCN1C(=O)Nc1ccccc1 (stereo not drawn),-1,-2,10,-5,i,5,-1,-1.1,2,-1
CC(C)n1cnnc1SCC(=O)Nc1ccc(Br)cc1F,2,-1,-3,-2,i,-6,-1,-0.3,1,-8
Cc1cc(CSC(=N)N)c(CSC(=N)N)cc1C,-2,-1,-21,-7,i,-2,7,6.9,-7,2
CCOC(=O)C1=C(C)N(CCCC(=O)O)C(=O)NC1c1cccs1 (stereo not drawn),-4,-4,5,-4,i,14,1,1.1,-2,2
COc1cc(OC)cc(C(=O)N2CCN(C3CCN(Cc4ccccc4)CC3)CC2)c1,1,12,-1,0,i,18,-4,-1.5,-1,4
O=C(Nc1ccccc1C(F)(F)F)c1ccccc1Br,-2,-7,0,-12,i,6,0,-2.0,-2,-6
O=C(Cn1c(O)c(/C=C2\C=Nc3ccccc32)sc1=O)N1CCOCC1,1,4,-16,-15,i,8,-4,1.7,0,7
CCOC(=O)C1=NNC(C(=O)c2ccc(Cl)cc2)C1c1ccccc1 (stereo not drawn),0,7,1,-7,i,0,-4,0.8,-1,5
O=C(O)C1Cc2ccccc2CN1C(=O)CSc1nnc2ccccn12 (stereo not drawn),1,-17,6,2,i,-2,-2,-1.4,-1,1
COc1ccc(-n2c(SCC(=O)N3CCc4ccccc43)nnc2-c2c[nH]c3ccccc23)cc1,5,-2,2,-6,i,-10,67*,-0.3,3,8
COc1ccc(N2CCN(C(=O)/C=C/c3ccco3)CC2)cc1,-2,-9,-4,8,i,-8,4,0.2,-2,-2
Cc1cccc(C)c1OCC(=O)Nc1ccccc1C(=O)N1CCOCC1,0,2,-2,0,i,-6,5,-1.9,-4,-1
O=C(COC(=O)c1c(Cl)ccc(Cl)c1Cl)NC(=O)NCc1ccccc1,-3,-15,1,-14,i,-3,0,-0.3,-3,-4
O=C(NC1CCN(S(=O)(=O)c2cccc(Cl)c2)CC1)C1CCCCC1,2,-8,3,-3,i,7,4,1.9,-3,3
CSCCC(NC(=O)c1ccc(Cl)cc1)C(=O)OCC(=O)c1ccc[nH]1 (stereo not drawn),3,-1,1,-8,i,4,-2,1.4,-1,-4
CCC(=O)Nc1nnc(S(=O)(=O)N(CC)c2cc(C)cc(C)c2)s1,0,-2,5,-6,i,0,1,-1.1,-1,1
Cc1ccc2oc(C(=O)N3CCN(CC(=O)NC(C)C)CC3)c(C)c2c1,2,-4,6,-5,i,20,-2,-1.8,-1,-1
SMILES,STEP block,CendR NRP1 mod,SUMO1-SIM PPI,Scp1 inh,Rpn11 inh,SKN-1 block,DNMT1 block,LMPTP block,NadD block,MT1-MMP act inh
Cc1ccc(CN2CC(N3CC=CC3)CS2(=O)=O)cc1 (stereo not drawn),-1,-1,-2,nt,i,2,5,0.5,-5,1
CCOc1ccc(NC(=O)CN(C)C(=O)CCc2ccccc2Cl)cc1OCC,-3,4,1,-7,i,-3,1,0.8,-9,0
Brc1cc2c(cc1-c1nc3ccccc3s1)OCO2,3,10,5,1,i,8,-5,2.0,6,2
COc1ccc(CCN=C(N)NS(=O)(=O)c2ccc(F)cc2)cc1,1,-1,-3,1,i,-4,3,-0.5,-4,7
O=C(c1cc(-c2cccc3ccccc23)nc2ccccc12)N1CCN(CCO)CC1,3,-5,-8,2,i,11,5,-4.4,-2,0
O=C1CCN(Cc2cccnc2)CCN1[C@H](CO)c1ccccc1,-1,22*,0,-2,i,11,2,-1.0,0,1
COc1ccccc1N1CCN(C(=O)c2ccc(N3CCCCS3(=O)=O)cc2)CC1,1,11,5,-4,i,-10,-2,-1.6,-4,1
C/C=C/n1ccnc1CC(O)(c1ccccc1)c1ccc(C)cc1 (stereo not drawn),-2,-1,3,0,i,-14,0,-1.4,-2,2
COCCn1c(SCc2nc3sc(C(=O)OC)c(C)c3c(=O)[nH]2)nc2ccccc21,-2,-54,0,-1,+,-2,-1,2.0,0,-23
CCOc1ccc(OCC(=O)OC(C)C(=O)Nc2ccc(Cl)cn2)cc1 (stereo not drawn),1,-4,-2,4,i,3,2,-0.2,-5,1
Cc1ccc(N2CN=c3s/c(=C\c4cccnc4)c(=O)n3C2)cc1,-4,6,-12,-9,i,-12,0,0.0,-3,-19
Cc1ccsc1C1C(C#N)=C(N)N(N(C)C)C2=C1C(=O)CCC2 (stereo not drawn),-2,-6,0,-2,i,1,0,0.9,1,-4
CCc1ccc(C(=O)COC(=O)c2ccc(-c3nnc(-c4ccccc4)o3)cc2)cc1,5,-1,-2,0,+,-6,45,30,0,-2
Cc1nc2ccccc2n1CC(O)COCC1CC=CCC1 (stereo not drawn),-2,-4,-4,25,i,10,0,0.6,2,-2
Cc1ccc(S(=O)(=O)N2[C@@H](c3cccc(Cl)c3)C(C(=O)O)=CC[C@H]2c2ccc(Cl)c(Cl)c2)cc1,-1,-57,26,-5,i,26,24,1.0,1,4
Cc1ccc2c(c1)N(CCCC(=O)NCCCN1CCCC1=O)C(=O)CO2,-2,0,3,-10,i,-10,-2,-1.5,-2,2
CC(C)c1nc2sc3c(=O)[nH]cnc3c2c2c1CCCC2,-6,-17,-7,-13,i,-6,8,-1.8,-6,2
Cc1ccc2c(c1)NC(=O)C(CC(=O)NC1CCCCC1C)O2 (stereo not drawn),1,0,2,0,i,-6,0,-1.8,-1,3
C[C@@H]1CCCCO[C@@H](CN(C)Cc2ccc3c(c2)OCO3)[C@@H](C)CN([C@H](C)CO)C(=O)c2cc(NS(=O)(=O)c3ccccc3)ccc2O1,1,-12,2,nt,i,-10,-6,-0.9,15,0
CSc1ccc(/C=N/NC(=O)c2ccc(O)cc2)cc1,0,0,-11,-7,i,2,1,0.1,2,3
COc1cccc(N2CCN(C(=O)c3c(C)nn(-c4ccccc4)c3C)CC2)c1,-1,2,0,-10,i,18,0,0.9,5,7
COC(=O)[C@@]1(C)[C@H]2C(=O)N(C)C(=O)[C@H]2[C@H]2CN(C)C(=NC3CCCCC3)N21,0,-4,10,-4,i,-9,3,-1.1,-1,1
Cn1c(Cl)nc2ccccc21,-2,9,0,0,i,-18,9,-0.4,3,2
CC1CCCCN1CC(=O)Nc1ccc(N2CCCCCC2)cc1 (stereo not drawn),5,7,0,-10,i,-4,-4,5.1,12,11
COc1ccc(S(=O)(=O)NCC2CCCN(C(=O)CC3CCCC3)C2)cc1 (stereo not drawn),1,6,0,11,i,2,5,-0.4,0,-1
SMILES,STEP block,CendR NRP1 mod,SUMO1-SIM PPI,Scp1 inh,Rpn11 inh,SKN-1 block,DNMT1 block,LMPTP block,NadD block,MT1-MMP act inh
CCc1ccc2c(c1)c(N=NC1=NC(=O)CS1)c(O)n2CC,-2,14,-13,-13,i,-21,4,-1.0,1,1
COc1ccc(/C=C2/SC(=S)N(CCCC(=O)Nc3ccccc3C(=O)O)C2=O)cc1,3,-25,-13,-9,i,-5,1,2.4,9,2
CCn1c(=O)c(C(=O)NNC(=O)c2ccccc2Br)c(O)c2ccccc21,2,2,1,-3,i,12,2,1.0,6,4
Cc1[nH]c2ccccc2c1C(C[N+](=O)[O-])c1ccco1 (stereo not drawn),5,-12,0,-4,i,18,-7,1.4,-2,-3
Cc1ccc(Sc2ccc(S(=O)(=O)Nc3ccc(C(=O)O)cc3)cc2)cc1C,-2,-9,17,-8,i,1,2,0.8,15,-1
O=C1COCCOCCOCCOCC(=O)NCCN1,3,10,-1,-7,i,0,1,1.2,-1,-4
CN1C(=O)c2cccc(NC(=O)Cc3ccccc3)c2C1=O,2,8,-19,-9,i,14,6,0.1,8,-2
O=C(Nc1ccc(Br)cc1)c1csc(-c2ccncc2)n1,3,-17,2,-1,i,5,-2,0.6,-2,3
Cc1cc(SCC(=O)NC2CC2)nc2ccccc12,1,9,0,-8,i,0,0,-0.7,2,6
CCN(c1ccccc1)S(=O)(=O)c1cc(C(=O)NCC(c2ccco2)N2CCCCC2)ccc1C (stereo not drawn),3,-18,3,12,i,0,11,0.4,-4,-1
CCc1c(C)nc2ncnn2c1Nc1ccc(C)c(C)c1,8,3,0,3,i,8,4,-1.3,9,11

# Only LMPTP block (5 entries from above):
canonical_smiles	LMPTP block
CCn1nnnc1SCC(=O)Nc1cc(OC)cc(OC)c1	-0.9
O=C1CCN(Cc2cccnc2)CCN1[C@H](CO)c1ccccc1	-1.0
COc1ccc(-c2noc(N(C)CC(=O)Nc3cccc(C(F)(F)F)c3)n2)cc1	2.8
COc1ccc(/C=N/NC(=O)C2CCN(c3ncc(C(F)(F)F)cc3Cl)CC2)cc1	-0.2
CCn1c(=O)c(C(=O)NNC(=O)c2ccccc2Br)c(O)c2ccccc21	1.0
